Fam108B inh = counter-screen for RBBP9 inhibitors: inhibitors of mouse Fam108B. recombinant Fam108B, FP-Rh probe fluorescence polarization. inhibition, % at 9.51 µM. 300,000 compounds, 0.33% hits;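 active means inhibition above the screen mean inhibition plus 3 SD, computed separately per campaign, cut at about 18% in these data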;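 further: inhibitors lower polarization as less probe binds the enzyme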
LYPLA1 inh = counter-screen for PME1 inhibitors: inhibitors of human LYPLA1; O75608; recombinant LYPLA1, FP-Rh probe fluorescence polarization; inhibition, % at 5.9 µM; 320,000 compounds, 0.16% hits; AID 2174;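 active means inhibition above the mean of all tested compounds plus 3 SD, set per campaign, cut at about 14% in these data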;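 further: inhibitors block serine hydrolase probe labeling of LYPLA1 so polarization falls; 0% = enzyme with DMSO and 100% = wells lacking LYPLA1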
Target sequence (O75608 whole entry, looked up): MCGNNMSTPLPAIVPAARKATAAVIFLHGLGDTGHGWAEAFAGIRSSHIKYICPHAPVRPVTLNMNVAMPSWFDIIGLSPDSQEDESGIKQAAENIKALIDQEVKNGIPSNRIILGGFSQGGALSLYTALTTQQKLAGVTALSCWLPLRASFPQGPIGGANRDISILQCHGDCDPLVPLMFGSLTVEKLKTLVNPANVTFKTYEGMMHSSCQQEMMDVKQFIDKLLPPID
PAFAH1B3 FP inh = blocks human PAF acetylhydrolase 1B catalytic subunit 3; Q15102; recombinant PAFAH1B3, FP-rhodamine probe, fluorescence polarization; inhibition, % at 3.39 µM; 340,000 compounds, 0.28% hits;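 active means inhibition above the screen-wide average of all tested compounds plus 3 SD, cut at about 25% in these data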;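 further: 0% = enzyme with DMSO only and 100% = wells lacking PAFAH1B3 protein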
Target sequence (Q15102 whole entry, looked up): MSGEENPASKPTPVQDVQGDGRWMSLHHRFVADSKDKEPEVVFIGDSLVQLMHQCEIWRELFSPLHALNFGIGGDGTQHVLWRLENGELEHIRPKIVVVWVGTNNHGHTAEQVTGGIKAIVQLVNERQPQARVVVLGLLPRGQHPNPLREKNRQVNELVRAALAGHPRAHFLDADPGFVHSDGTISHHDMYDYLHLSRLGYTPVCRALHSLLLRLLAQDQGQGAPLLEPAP
PAFAH2 FP inh = inhibitors of human PAFAH2. Q99487. recombinant PAFAH2, FP-rhodamine activity probe, fluorescence polarization. inhibition, % at 3.39 µM. 340,000 compounds, 0.99% hits. AID 492956;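 active means inhibition above the mean over all tested compounds plus 3 SD, cut at about 30% in these data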;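 further: inhibitors block probe labeling of enzyme so polarization drops; 0% = enzyme with DMSO and 100% = wells lacking PAFAH2 protein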
GSTO1 counter = blocks human GSTO1 in RBBP9 counter-screen; P78417; recombinant GSTO1, activity-based probe fluorescence polarization; inhibition, % at 5.96 µM; 300,000 compounds, 1.1% hits;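 active means inhibition above the campaign mean inhibition plus 3 SD, cut at about 35% in these data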;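 further: 0% = GSTO1-1 with DMSO and 100% = wells lacking GSTO1-1 enzyme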
Target sequence (P78417 whole entry, looked up): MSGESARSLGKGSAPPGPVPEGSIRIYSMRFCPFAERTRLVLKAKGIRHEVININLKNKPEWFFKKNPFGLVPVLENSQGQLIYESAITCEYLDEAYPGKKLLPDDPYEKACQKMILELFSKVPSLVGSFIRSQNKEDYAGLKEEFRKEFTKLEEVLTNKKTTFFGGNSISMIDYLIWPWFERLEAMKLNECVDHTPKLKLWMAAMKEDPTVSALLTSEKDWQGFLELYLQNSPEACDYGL
PME-1 primary = PME-1 (human) inhibition; recombinant PME-1, FP-Rh probe fluorescence polarization; inhibition, % at 5.9 µM; 320,000 compounds, 0.53% hits; Q9Y570;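 active means inhibition above the campaign mean of all compounds plus 3 SD, cut at about 26% in these data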;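 further: competitive labeling of PME-1 active site by serine hydrolase directed probe; 0% = PME-1 with DMSO and 100% = wells lacking PME-1 enzyme; inhibitors block probe labeling so polarization falls and inhibition rises; many of its hits are not listed in these tables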
pPAFAH inh = pPAFAH (human) enzyme inhibition. Q13093. AID 463082. inhibition, % at 3.39 µM. 330,000 compounds, 1.5% hits. recombinant pPAFAH, FP-rhodamine probe fluorescence polarization;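 active means inhibition above the mean inhibition across the screen plus 3 SD, cut at about 25% in these data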;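 further: inhibitors block binding of the rhodamine activity-based probe so polarization drops; 0% = enzyme with DMSO and 100% = wells lacking pPAFAH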
PAFAH1B2 FP inh = inhibitors of human PAFAH1B2 | P68402 | recombinant PAFAH1B2, FP-rhodamine activity probe, fluorescence polarization | inhibition, % at 3.39 µM | 340,000 compounds, 1.2% hits;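 active means inhibition above the mean of all tested compounds plus 3 SD, cut at about 24% in these data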;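 further: 0% = enzyme with DMSO and 100% = wells lacking PAFAH1B2; many of its hits are not listed in these tables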
Target sequence (P68402 whole entry, looked up): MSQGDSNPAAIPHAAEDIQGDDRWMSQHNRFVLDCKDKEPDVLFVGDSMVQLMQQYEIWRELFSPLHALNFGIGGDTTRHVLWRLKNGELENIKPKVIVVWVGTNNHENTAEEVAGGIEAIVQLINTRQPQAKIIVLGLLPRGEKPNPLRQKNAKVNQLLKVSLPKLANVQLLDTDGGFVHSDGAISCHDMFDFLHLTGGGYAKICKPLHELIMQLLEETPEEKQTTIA
PAD4 FP inh = PAD4 (human) enzyme inhibition. Q9UM07. recombinant PAD4, RCA probe fluorescence polarization. inhibition, % at 6.36 µM. 330,000 compounds, 0.41% hits. AID 485272;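 active means percent inhibition above a cutoff equal to the mean of all tested compounds plus 3 SD, cut at about 15% in these data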;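 further: 0% = PAD4 with RCA probe and DMSO and 100% = probe without PAD4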
* marks the source's active call; other numbers are inactive results; · = no result given. This is a subset; count on the stated rates, not on these rows.

canonical_smiles	Fam108B inh	LYPLA1 inh	PAFAH1B3 FP inh	PAFAH2 FP inh	GSTO1 counter	PME-1 primary	pPAFAH inh	PAFAH1B2 FP inh	PAD4 FP inh
COC(=O)c1ccc(C)c(NC(=O)Cc2ccc([N+](=O)[O-])cc2)c1	5	1	·	·	11	3	3	·	2
O=C(CSc1ccc(-c2ccccc2)nn1)c1ccccc1	2	0	11	-2	6	-1	1	0	1
Cc1cc(C(c2cc(C)c(N)c(C)c2)c2ccco2)cc(C)c1N	2	-1	1	-4	-4	2	10	2	7
CCC(=O)Nc1c2c(nn1-c1ccccc1)CSC2	-3	0	7	-2	-1	1	5	-1	-6
CCCc1nnc(SCC(=O)Nc2nnc(CC)s2)n1CC1CCCO1 (centres undefined)	-1	2	-8	-7	-6	0	1	3	-3
Cc1cc(CNC(=O)C(C)n2nc(C)c([N+](=O)[O-])c2C)c2ccccc2n1 (centres undefined)	0	-5	-3	-6	4	-2	-5	0	2
COc1ccc(N/C=C\C(=O)c2ccc3c(c2)OCO3)cc1OC	1	-1	12	1	5	10	3	8	-3
COc1ccc(-n2nc3c(c2NC(=O)C24CC5CC(CC(C5)C2)C4)CS(=O)C3)cc1 (centres undefined)	-1	1	-3	3	-2	-6	5	2	-6
COc1ccc(NC(=O)CN(c2ccc(F)cc2)S(=O)(=O)c2ccccc2)c(OC)c1	2	2	9	9	7	-5	5	5	1
COC(=O)c1ccc(Cn2cnc3c(cnn3-c3ccc(C)c(C)c3)c2=O)o1	2	0	6	11	1	1	1	3	0

canonical_smiles	Fam108B inh	LYPLA1 inh	PAFAH1B3 FP inh	PAFAH2 FP inh	GSTO1 counter	PME-1 primary	pPAFAH inh	PAFAH1B2 FP inh	PAD4 FP inh
CCOc1ccc(S(=O)(=O)NCCCn2ccnc2)cc1	-7	-1	2	-1	-1	1	10	4	-1
C#CCOCCOCCOCCNc1nc(N2CCN(C(=O)[C@H](CCCCN)n3cc([C@@H](N)CO)nn3)CC2)nc(N2CCN(C(=O)[C@H](CCCCN)n3cc([C@@H](N)CC(C)C)nn3)CC2)n1	·	·	-5	3	·	·	0	-2	-3
COc1cc(/C=C/C(=O)c2ccc3c(c2)OCO3)cc(OC)c1OC	·	0	4	-1	·	-3	-3	-2	-1
COc1ccc(S(=O)(=O)NCC2CC3C=CC2C3)cc1OC (centres undefined)	2	-3	-2	4	6	6	0	1	-6
CCC1Oc2ccc(C)cc2N(CC(=O)N(Cc2ccc3c(c2)OCO3)CC2CCCO2)C1=O (centres undefined)	-4	-2	11	5	-1	-3	3	-7	2
O=S(=O)(Cc1ccccc1)NCC1CCCN(Cc2ccc3nonc3c2)C1 (centres undefined)	2	1	4	6	5	0	8	8	-1
CCCc1ccc(C(C)NC(=S)NCc2ccc(F)cc2)cc1 (centres undefined)	-10	-10	5	-7	-1	-3	4	15	-1
CC1CCN(C(=O)Cn2c(=O)n(CCc3ccccc3)c(=O)c3ccccc32)CC1	-1	4	9	11	2	-3	-1	7	1
Cc1nn(-c2ccc([N+](=O)[O-])cc2)c2c1C(c1cccc(Br)c1)N1C(=N2)C(=O)Nc2ccccc21 (centres undefined)	-16	-6	-1	-47	-2	-14	5	-12	-3
Cc1cccc(OCCCCc2c(C)n[nH]c2C)c1C	-4	-1	-2	3	-4	-2	14	5	-5

canonical_smiles	Fam108B inh	LYPLA1 inh	PAFAH1B3 FP inh	PAFAH2 FP inh	GSTO1 counter	PME-1 primary	pPAFAH inh	PAFAH1B2 FP inh	PAD4 FP inh
Cc1ccc2cccc(NC(=S)NC(=O)c3ccnn3C)c2n1	-2	1	0	6	3	3	9	0	1
Cc1ccc(S(=O)(=O)Nc2ccc(Cl)cn2)cc1	4	3	-4	7	1	-1	1	6	0
O=C(c1ccco1)N1CCN(C(=S)Nc2ccccc2Cl)CC1	0	-3	15	9	5	-5	-1	2	1
COCCN(C(=O)Nc1ccccc1)C(C)c1cccnc1 (centres undefined)	3	-4	13	-8	4	0	-4	3	2
N#CC(C#N)=C/C(C#N)=C(/N)N1CCN(c2ccc(Cl)cc2)CC1	-5	5	-6	1	-4	0	9	6	0
FC(F)(F)c1cccc(CNc2ncccc2-c2nc3cc(Cl)ccc3o2)c1	0	-2	2	0	-5	-4	-3	-2	-3
Cc1c(NC(=O)C(C)OC(=O)c2cccs2)c(=O)n(-c2ccccc2)n1C (centres undefined)	-6	-1	3	5	0	-6	-2	3	2
COC(CNC(=O)c1ccc(N2CCc3ccccc32)c([N+](=O)[O-])c1)OC	2	-2	1	4	-3	-4	10	0	3
Cn1c(=O)cc(NCCc2ccccc2)[nH]c1=O	4	-3	8	-1	4	-2	-1	6	-3
Cn1c(=O)c(=O)n(C)c2cc(S(=O)(=O)N3CCCC3C(=O)Nc3ccccc3F)ccc21 (centres undefined)	-2	2	6	-5	5	5	3	3	0

canonical_smiles	Fam108B inh	LYPLA1 inh	PAFAH1B3 FP inh	PAFAH2 FP inh	GSTO1 counter	PME-1 primary	pPAFAH inh	PAFAH1B2 FP inh	PAD4 FP inh
O=C(NC1=NCCS1)c1ccc(C(F)(F)F)cc1	-1	6	-7	3	5	5	6	2	-1
Cc1ccccc1OCC(=O)NC(=S)Nc1ccc2c3c(cccc13)CC2	2	1	6	7	-3	3	-1	-5	-3
CC(=O)N(c1ccc(Cl)cc1)c1nc(C)cc(C)c1C#N	-5	-4	10	0	-4	-2	-2	-4	4
COc1ccc(N(CC(=O)N/N=C(\C)c2cccs2)S(=O)(=O)c2ccccc2)cc1Cl	1	-4	·	·	-3	3	3	·	-1
CC(C)N1C(=O)C2ON(c3ccccc3)C(c3cccs3)C2C1=O (centres undefined)	-1	2	4	5	-6	-7	2	9	0
CCN(CC)S(=O)(=O)c1cccc(C(=O)N/N=C/c2cc(OC)c(O)c(OC)c2)c1	1	4	-5	2	0	-6	7	6	2
CNCC/C=C1/c2ccccc2CSc2ccccc21	1	-4	3	-3	1	1	3	-3	4
Cc1cccc(N(CC(=O)NCc2ccco2)C(=O)CCC(=O)Nc2nccs2)c1C	0	2	-2	3	3	-4	6	-1	0
CCOC(=O)c1sc(=NC(=O)CCSc2ccccc2)n(C)c1C	-4	0	0	-1	0	-3	5	6	-6
CCn1nc(Cc2cccc3ccccc23)c(C#N)c1N	2	0	7	0	8	6	3	4	-2

canonical_smiles	Fam108B inh	LYPLA1 inh	PAFAH1B3 FP inh	PAFAH2 FP inh	GSTO1 counter	PME-1 primary	pPAFAH inh	PAFAH1B2 FP inh	PAD4 FP inh
COc1ccccc1CN1CCCC(CN(CCN(C)C)C(=O)c2ccc(C)cc2)C1 (centres undefined)	-2	2	5	6	0	-4	-1	1	0
COc1ccc(CCNC(=O)c2cc(C)oc2C)cc1	1	1	2	-9	2	4	1	7	-7
O=C(NNC(=O)c1ccccc1F)c1ccco1	-1	5	2	-4	7	-1	5	-1	1
CC(C)(C)c1ccc(C(=O)NC(=S)NNC(=O)COc2ccccc2)cc1	7	5	8	-5	-10	1	2	23	0
CS(=O)(=O)N1CCN(c2ccc(Cl)cc2[N+](=O)[O-])CC1	3	0	3	-5	2	-3	0	6	2
COc1ccc(NC(=O)N2CCN(c3ccc([N+](=O)[O-])cc3)CC2)cc1	-3	1	-1	-4	5	1	6	4	0
CCCC1=C(C(=O)OCC)C(c2ccco2)n2ncnc2N1 (centres undefined)	-1	-1	6	-2	-6	3	-2	8	-1
Cc1nc2ccccc2n1Cc1ccc(Cl)cc1	-6	-4	3	4	5	-1	-7	6	-4
O=C1c2ccccc2C(Nc2ccccc2)N1Cc1ccc2c(c1)OCO2 (centres undefined)	-1	-8	0	-6	-4	-2	-3	3	-1
Cc1ccc(/C=C2\CC(C)CC3=C2NC(=S)NC3c2ccc(C)cc2)cc1 (centres undefined)	-4	-1	-8	0	1	-5	6	4	0

canonical_smiles	Fam108B inh	LYPLA1 inh	PAFAH1B3 FP inh	PAFAH2 FP inh	GSTO1 counter	PME-1 primary	pPAFAH inh	PAFAH1B2 FP inh	PAD4 FP inh
COc1ccccc1CNC(=O)C1CSC2(C)CCC(=O)N12 (centres undefined)	·	2	6	10	·	6	3	3	0
CC(=O)C[C@H]1c2cc(C(F)(F)F)ccc2S(=O)(=O)N1c1ccc(N(C)C)cc1	4	-2	5	3	2	3	3	1	2
C=C1C(=O)O[C@@H]2[C@H]1CC[C@H](C)[C@]1(O)CCC(=O)[C@@]21C	-4	-9	15	0	6	-6	-3	0	6
O=c1c2ccccc2c(-c2cccc(C(F)(F)F)c2)nn1-c1ccccc1	0	-4	-2	5	-5	-5	21	-1	-2
Clc1ccc(NCc2nncn2-c2ccccc2)cc1	2	0	1	-9	-2	-3	9	-3	-1
COc1ccc(C(=O)CCNc2ccc(C)c(Cl)c2)cc1	1	3	2	-3	2	1	-3	-1	-3
O=[N+]([O-])c1cccc(-c2nc(-c3ccccc3)no2)c1	-2	2	5	-10	4	3	4	1	-3
C=CCN1C(=O)C(C)(C)N(C(C)=O)c2ccccc21	3	4	6	3	2	4	2	4	-2
CCCCN(CC)C(=O)CSc1nc2ccccc2c(=O)n1CC1COc2ccccc2O1 (centres undefined)	1	1	2	5	4	-1	4	3	-5
CCN(CC)S(=O)(=O)c1ccc2[nH]c(=O)cc(C(=O)N(C)C3CCS(=O)(=O)C3)c2c1 (centres undefined)	·	1	16	5	·	-1	4	2	-2

canonical_smiles	Fam108B inh	LYPLA1 inh	PAFAH1B3 FP inh	PAFAH2 FP inh	GSTO1 counter	PME-1 primary	pPAFAH inh	PAFAH1B2 FP inh	PAD4 FP inh
CCOC(=O)/C=C1\SCC(=O)N1CC(=O)NCc1ccc(OC)c(OC)c1	-3	-1	6	4	-8	0	3	1	-3
O=C(CN1CCCC1)Nc1cccc(Cl)c1	3	-2	9	10	3	0	-7	0	0
CCN1CCN(C(=S)Nc2ccc(Cl)cc2Cl)CC1	2	1	4	2	3	-6	1	8	-1
CCOC(=O)C1(Cc2ccccc2C(F)(F)F)CCN(CC(O)CO)CC1 (centres undefined)	3	-2	0	5	3	-6	2	0	2

Looked up one by one from the entries so far (2):
canonical_smiles	Fam108B inh	LYPLA1 inh	PAFAH1B3 FP inh	PAFAH2 FP inh	GSTO1 counter	PME-1 primary	pPAFAH inh	PAFAH1B2 FP inh	PAD4 FP inh
CCCCN(CC)C(=O)CSc1nc2ccccc2c(=O)n1CC1COc2ccccc2O1 (centres undefined)	1	1	2	5	4	-1	4	3	-5
O=C(CSc1ccc(-c2ccccc2)nn1)c1ccccc1	2	0	11	-2	6	-1	1	0	1

Screening results (PubChem)
